Rab7 wt GTP bind: modulators of GTP binding to dog Rab7 wildtype GTPase; GST-Rab7 beads, fluorescent GTP binding, flow cytometry; actives lie on both sides; untreated = 100%, excess cold GTP = 0%; GTP binding activity (percent of control), % at 10 µM; 190,000 compounds, 0.055% hits; AID 758;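 active = fluorescent GTP binding to Rab7 beads changed by at least 20 points from the 100% baseline, either direction, mostly lower; inconclusive = compound itself probably fluorescent, or too few beads counted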;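 note: median green fluorescence of bound Bodipy-FL-GTP per Rab7 bead population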
Cdc42 wt GTP: human Cdc42 wildtype GTP binding change, either direction; GST-Cdc42 beads, Bodipy-GTP binding, flow cytometry; actives lie on both sides; percent activity (GTP binding), % at 10 µM; P60953; 190,000 compounds, 0.2% hits;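 active = percent activity GTP binding at least 20 points away from the 100% baseline, either down as inhibitor or up as activator; inconclusive = compound flagged as likely green fluorescent from well-wide comparison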;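 note: median bead fluorescence of bound Bodipy-FL-GTP at 100 nM; 0% = excess unlabeled GTP control and 100% = no compound control; below 100% means less GTP binding so inhibitor and above means activator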
Target sequence (P60953 whole entry, looked up): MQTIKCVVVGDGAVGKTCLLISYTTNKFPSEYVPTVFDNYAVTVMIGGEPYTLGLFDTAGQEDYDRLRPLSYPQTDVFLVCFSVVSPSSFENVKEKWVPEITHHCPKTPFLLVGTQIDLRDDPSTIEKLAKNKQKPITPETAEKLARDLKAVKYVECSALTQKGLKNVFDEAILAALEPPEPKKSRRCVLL
Rac1 act GTP bind: modulators of GTP binding to human Rac1 activated mutant; AID 764; P63000; 190,000 compounds, 0.11% hits; GST-Rac1 activated beads, fluorescent GTP binding, flow cytometry; actives lie on both sides; 100% means binding = to untreated wells; percent activity (GTP binding), % at 10 µM;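 active = GTP binding at least 20 percentage points away from the 100% baseline, in either direction, so actives lie on both sides; inconclusive = Compound likely fluorescent itself, or too few beads counted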
Bcl-W Bim block: inhibitors of Bim-Bcl-W interaction, human | Q92843 | bead-based flow cytometry, Bim peptide-Bcl-W binding | inhibition, % at 10 µM | 190,000 compounds, 0.02% hits;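 note: 0% = bound tracer without compound and 100% = peptide blocker; higher means less fluorescent Bim peptide bound to Bcl-W beads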
Rab2A wt mod: changes GTP binding to wildtype dog Rab2A, up or down | 190,000 compounds, 0.19% hits | GTP binding activity, % at 10 µM | AID 760 | GST-Rab2 wt beads, Bodipy-GTP binding, flow cytometry | P61105;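 active = GTP binding activity at least 20 points away from 100%, either lowered or raised; inconclusive = signal likely due to the compound's own green fluorescence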;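 note: 0% = beads with excess unlabeled GTP and 100% = no-compound control corrected for plate trend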
Rac1 wt modul: modulators of human Rac1 wildtype GTP binding; P63000; GST-Rac1 beads, fluorescent GTP binding, flow cytometry; actives lie on both sides; 0 = cold GTP competed, 100 = untreated; GTP binding activity (% of control), % at 10 µM; 190,000 compounds, 0.27% hits;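 active = GTP binding activity at least 20 points away from the 100% control level, either lower or higher; inconclusive = compound flagged as likely green fluorescent, judged across all proteins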
Bim-Bcl-XL: human Bim-Bcl-XL interaction inhibition. Q07817. 190,000 compounds, 0.04% hits. AID 1007. Bim peptide-Bcl-XL binding, bead flow cytometry, fluorescence. inhibition, % at 10 µM
Target sequence (Q07817 whole entry, looked up): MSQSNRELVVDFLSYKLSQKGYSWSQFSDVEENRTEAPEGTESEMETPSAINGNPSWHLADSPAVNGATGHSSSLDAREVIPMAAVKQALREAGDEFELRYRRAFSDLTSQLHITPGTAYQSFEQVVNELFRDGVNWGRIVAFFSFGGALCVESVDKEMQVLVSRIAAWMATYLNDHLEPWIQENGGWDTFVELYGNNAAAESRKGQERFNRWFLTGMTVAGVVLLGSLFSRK
Bim-Bcl-2: disrupts Bim peptide binding to human Bcl-2; P10415; Bead-based flow cytometry, Bim peptide-Bcl-2 binding; inhibition, % at 10 µM; 190,000 compounds, 0.06% hits; in the data active = inhibition above about 40%; inconclusive = no clear call, values can overlap the other calls;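 note: 0% = no compound wells with probe peptide and 100% = reference peptide inhibitor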
Target sequence (P10415 whole entry, looked up): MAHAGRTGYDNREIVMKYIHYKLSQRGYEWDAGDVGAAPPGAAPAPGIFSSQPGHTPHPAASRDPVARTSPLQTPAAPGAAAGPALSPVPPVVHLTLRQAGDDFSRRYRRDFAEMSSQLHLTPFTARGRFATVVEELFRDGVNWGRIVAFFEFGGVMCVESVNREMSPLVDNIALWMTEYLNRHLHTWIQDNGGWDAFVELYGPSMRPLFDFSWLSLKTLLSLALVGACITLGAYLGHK
Bim-Bfl-1: disrupts Bim binding to human Bfl-1; Q16548; Bead-based flow cytometry, Bim-Bfl-1 binding inhibition; inhibition, % at 10 µM; 190,000 compounds, 0.12% hits;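 note: 0% = wells without compound plus tracer and 100% = blocker peptide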
HRas wt GTP bind: changes GTP binding to wildtype human HRas; GST-Ras wt beads, Bodipy-FL-GTP binding, flow cytometry; actives lie on both sides; 190,000 compounds, 0.14% hits; AID 759; GTP binding activity, % at 10 µM; P01112;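 active = GTP binding activity at least 20% away from the 100% baseline, either lowered as inhibitor or raised as activator; inconclusive = flagged as likely green fluorescent, judged across all proteins in the well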;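 note: 0% = unlabeled GTP competition control and 100% = no-compound control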
Target sequence (P01112 whole entry, looked up): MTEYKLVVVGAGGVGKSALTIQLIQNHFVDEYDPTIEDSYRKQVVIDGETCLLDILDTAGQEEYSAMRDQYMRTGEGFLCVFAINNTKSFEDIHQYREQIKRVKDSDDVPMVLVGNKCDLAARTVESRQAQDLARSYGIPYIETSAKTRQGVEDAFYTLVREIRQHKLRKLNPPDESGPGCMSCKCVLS
Bim-Bcl-B: human Bim-Bcl-B interaction inhibition. Q9HD36. bead-based flow cytometry, Bim peptide-Bcl-B binding. inhibition, % at 10 µM. 190,000 compounds, 0.073% hits. AID 951;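 note: 0% = tracer peptide without compound and 100% = reference inhibitor peptide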
* marks the source's active call; other numbers are inactive results; ? = inconclusive; / = no result given. Cut-off read from the data, not from the text of the source, unless noted: active = inhibition above about 40%. A portion of the library, so the mix of outcomes need not match the whole.

The first five records, to show the layout:
SMILES	Rab7 wt GTP bind	Cdc42 wt GTP	Rac1 act GTP bind	Bcl-W Bim block	Rab2A wt mod	Rac1 wt modul	Bim-Bcl-XL	Bim-Bcl-2	Bim-Bfl-1	HRas wt GTP bind	Bim-Bcl-B
CN(C)CCN=Cc1c(O)n(-c2cccc3ccccc23)c(=O)[nH]c1=O	99	100	99	0	99	100	1	0	-2	99	0
O=C(Oc1c(Cl)cc(Cl)c2ccccc12)N1CCCCC1	97	104	101	-1	100	105	-10	-8	-18	103	-11
CC(=O)OC1(c2ccccc2)CCN(C)C(C)C1C (stereo unspecified)	95	102	97	-2	101	102	-5	-12	-3	99	-6
O=C(c1ccc(C(F)(F)F)cc1)C1CCCN(Cc2ccncc2)C1 (stereo unspecified)	106	98	96	2	101	103	1	-3	-6	103	-1
Cc1ccccc1CN1CCNCC1	106	100	96	0	101	100	0	-3	-5	100	-4

Results, from the first entry:
SMILES	Rab7 wt GTP bind	Cdc42 wt GTP	Rac1 act GTP bind	Bcl-W Bim block	Rab2A wt mod	Rac1 wt modul	Bim-Bcl-XL	Bim-Bcl-2	Bim-Bfl-1	HRas wt GTP bind	Bim-Bcl-B
CN(C)CCN=Cc1c(O)n(-c2cccc3ccccc23)c(=O)[nH]c1=O	99	100	99	0	99	100	1	0	-2	99	0
O=C(Oc1c(Cl)cc(Cl)c2ccccc12)N1CCCCC1	97	104	101	-1	100	105	-10	-8	-18	103	-11
CC(=O)OC1(c2ccccc2)CCN(C)C(C)C1C (stereo unspecified)	95	102	97	-2	101	102	-5	-12	-3	99	-6
O=C(c1ccc(C(F)(F)F)cc1)C1CCCN(Cc2ccncc2)C1 (stereo unspecified)	106	98	96	2	101	103	1	-3	-6	103	-1
Cc1ccccc1CN1CCNCC1	106	100	96	0	101	100	0	-3	-5	100	-4
Cc1ccccc1-n1c(O)c(C=NCCN2CCOCC2)c(=O)[nH]c1=O	102	99	96	4	98	99	-5	-5	-9	100	-5
CCCCn1c(O)c(C(C)=NCC2CCCO2)c(=O)[nH]c1=O (stereo unspecified)	100	100	97	0	98	99	0	-10	-10	98	-7
CCOCCN1CCN(c2nnc3n2-c2ccc(Cl)cc2C(c2ccccc2Cl)=NC3)CC1	102	102	99	0	100	105	-4	-18	-12	100	-8
Fc1ccc(C2=CCN(C(c3ccc(Cl)cc3)c3nnnn3Cc3ccccc3)CC2)cc1 (stereo unspecified)	104	98	100	-7	100	103	-9	-1	-5	101	-8
CC1(C)CC(=O)C(C=NCCN2CCN(C(=O)Cc3ccc(Cl)cc3)CC2)=C(O)C1	101	103	100	-1	102	103	0	-1	-2	103	-6
Cc1cc(C=C2C(=O)NC(=O)NC2=O)c(C)n1-c1ccncc1	105	98	96	0	100	100	-2	0	2	100	0
Cc1ccc2cc3cc(C(=O)N4CCC5(CC4)OCCO5)oc3nc2c1	90	93	94	5	92	93	3	0	5	93	4
COc1ccc(CC2c3cc(OC)c(OC)cc3CCN2C)cc1OC (stereo unspecified)	106	104	98	0	106	103	0	-4	-3	107	1
Cc1cccc(C)c1NC1=NCCCCS1	103	104	103	0	103	107	-2	-4	-4	102	-5
COCCOC(=O)C1=C(C)OC(N)=C(C(=O)OC)C12C(=O)Nc1ccccc12 (stereo unspecified)	103	101	100	-4	103	105	-2	-1	1	100	-1
CC/C(=N\Nc1ccccc1)c1c(O)n(C)c(=O)n(C)c1=O	101	104	101	-4	99	106	-3	-4	-1	101	0
Cc1ccc(N2C(=O)NC(=O)C(CCc3ccncc3)(Cc3cccc(Cl)c3Cl)C2=O)cc1 (stereo unspecified)	99	95	99	-4	98	96	-4	-8	-12	98	-8
O=C1c2ccccc2C(=O)N1Cc1nc2ccccc2c(=O)n1-c1cccnc1	96	102	100	-2	99	100	-4	-7	-11	100	-9
CNC(=O)Oc1ccc(-c2cn3cc(C)ccc3n2)cc1	100	99	99	0	98	101	-1	3	1	97	-2
CCNC(=O)NNC(=O)C1CC(c2cccnc2)=NO1 (stereo unspecified)	99	98	98	-4	98	99	-5	-7	-3	98	-8
CC(=O)OC1N=C(c2ccc(Cl)cc2)c2cc(Br)ccc2NC1=O (stereo unspecified)	96	99	97	0	98	99	0	2	1	100	0
Cn1c(O)c(C=NCc2cccs2)c(=O)n(C)c1=O	104	93	96	1	101	94	0	0	0	98	0
O=C(c1ccco1)c1cn(Cc2ccc(Cl)cc2)c2ccccc12	?	?	?	0	?	?	-5	-8	-4	?	-4
OCCN(CC#CC(O)(c1ccccc1)C1CCCC1)CCO (stereo unspecified)	95	97	99	-3	98	101	-6	-3	-7	100	-8
O=C(CF)NC(Nc1cccc2cccnc12)C(Cl)(Cl)Cl (stereo unspecified)	98	96	100	2	98	102	-3	-7	-10	98	-7

The list continues:
SMILES	Rab7 wt GTP bind	Cdc42 wt GTP	Rac1 act GTP bind	Bcl-W Bim block	Rab2A wt mod	Rac1 wt modul	Bim-Bcl-XL	Bim-Bcl-2	Bim-Bfl-1	HRas wt GTP bind	Bim-Bcl-B
CC(=O)NC(C)Cc1ccccc1 (stereo unspecified)	104	100	100	1	103	107	-7	-9	-18	105	-10
C=CC(C)C(C(=O)c1ccccc1)N(C)C (stereo unspecified)	107	103	99	2	105	108	0	-1	-2	103	0
Cc1cc(C=C2C(=O)NC(=S)NC2=O)c(C)n1C1CCCC1	95	88	85	-3	86	88	-1	1	0	89	-10
Cc1ccccc1CCNCc1ccc(Br)cc1	99	97	96	-1	94	95	-3	0	0	96	-5
COc1ccc(-c2nc3ccccc3n2OC(=O)N(C)C)cc1	99	103	101	-2	102	102	-5	-8	-7	100	-6
O=C(COc1ccc(S(=O)(=O)N2CCCCC2)cc1)N1CCN(Cc2ccccc2)CC1	98	97	97	0	100	99	-2	-2	-4	99	-3
Cc1nc2ccccc2c(=O)n1-c1ccc(Cl)cc1[N+](=O)[O-]	96	94	95	0	95	94	-1	-2	-6	94	-1
COc1ccc(NC(=S)NC(NC(=O)CF)C(Cl)(Cl)Cl)cc1[N+](=O)[O-] (stereo unspecified)	103	94	92	-3	97	95	-3	-3	1	95	-4
CN1CCN(Cc2ccccc2Sc2ccccc2)CC1	104	102	101	0	96	104	0	0	0	100	0
CC(=O)c1ccc2c(c1)C1C(Cl)C(Sc3ccccc3[N+](=O)[O-])CC1C(c1ccccc1)N2 (stereo unspecified)	101	105	100	4	101	107	-15	-5	-1	103	-9
CCC(CC)NCc1c[nH]c2ccccc12	106	99	96	0	100	105	-2	0	-7	101	-3
COc1ccc(CC2(CCc3ccncc3)C(=O)NC(=O)NC2=O)c(OC)c1	103	97	96	-1	100	102	0	-3	-4	98	0
COc1ccc(OC)c(CC(=O)O)c1	100	103	100	-4	104	100	-4	-1	-3	103	1
O=C(c1ccncc1)C12CN3CN(CN(C3)C1)C2	97	95	95	0	96	95	0	-6	-9	96	-4
O=c1[nH]c(=O)n(-c2cccc(Cl)c2)c(O)c1C=NCCCN1CCOCC1	103	99	96	0	100	100	0	0	-3	102	-2
C=CCN(CC#CCOc1ccccc1OC)CC=C	96	96	93	0	95	101	0	-2	-6	96	-2
CCN(CC)c1ccc(N=Cc2c(O)n(CCC3=CCCCC3)c(=O)[nH]c2=O)cc1	97	100	97	0	98	100	-3	0	0	101	-2
O=C1NC(=O)C2(Cc3ccccc3N3CCOCC32)C(=O)N1c1ccccc1 (stereo unspecified)	102	106	104	2	101	110	-1	0	0	104	0
COc1ccc(CCn2c(O)c(C=NCc3cccnc3)c(=O)[nH]c2=O)cc1OC	102	103	102	-3	101	106	-3	-2	-2	104	-1
CC1CCN(C(=O)CCl)CC1	99	99	95	-4	100	100	-8	-4	-4	98	-6
O=c1[nH]c(=S)n(Cc2ccc(F)cc2)c(O)c1C=NCc1cccnc1	98	106	103	-6	104	106	-6	-4	-3	105	-4
CCCC(CCC)C(=O)OC[N+](C)(C)CCOC(=O)C(O)(c1ccccc1)C1CCCC1 (stereo unspecified)	100	95	96	1	98	99	2	1	-1	96	-2
O=C1NC(=O)C(CCc2ccncc2)(CCc2ccncc2)C(=O)N1CCc1ccccc1	97	96	95	-6	96	100	-5	-13	-3	98	-16
CCCCNc1ccncc1S(=O)(=O)NC(=O)NC(C)C	94	99	98	-4	98	106	-6	/	-2	100	-2
CCC(=O)c1c(O)n(C2CCCCCC2)c(=O)[nH]c1=O	96	98	98	-7	98	98	-7	-7	-2	95	0

Two records drawn at random from the list so far, as already listed:
SMILES	Rab7 wt GTP bind	Cdc42 wt GTP	Rac1 act GTP bind	Bcl-W Bim block	Rab2A wt mod	Rac1 wt modul	Bim-Bcl-XL	Bim-Bcl-2	Bim-Bfl-1	HRas wt GTP bind	Bim-Bcl-B
Cc1cc(C=C2C(=O)NC(=O)NC2=O)c(C)n1-c1ccncc1	105	98	96	0	100	100	-2	0	2	100	0
COc1ccc(OC)c(CC(=O)O)c1	100	103	100	-4	104	100	-4	-1	-3	103	1

Next section:
SMILES	Rab7 wt GTP bind	Cdc42 wt GTP	Rac1 act GTP bind	Bcl-W Bim block	Rab2A wt mod	Rac1 wt modul	Bim-Bcl-XL	Bim-Bcl-2	Bim-Bfl-1	HRas wt GTP bind	Bim-Bcl-B
C/C(CCc1c[nH]c2ccccc12)=N\O	95	102	98	3	102	99	1	1	1	101	0
CC1(C)C(c2ccccc2)=NC(c2cccnc2)N1O (stereo unspecified)	103	105	101	-4	100	105	-7	-3	-9	103	-2
CN(C)CC#CCOCCOCCC#N	96	102	98	0	101	99	1	-6	-12	101	-3
COc1ccccc1N1C(=O)NC(=O)C2(Cc3cc(C)ccc3N(C)C2)C1=O (stereo unspecified)	96	98	100	1	98	97	1	3	3	98	1
CCOC(=O)C1(CCc2ccccc2)CCN(Cc2csc(C(C)=O)c2)CC1	97	101	100	0	98	102	-5	-3	-2	100	3
Cc1nc2c(c(C)nn2-c2ccccc2)c(C)c1CCC(=O)N1CCC2(CC1)OCCO2	98	98	97	3	99	98	0	-3	-3	98	0
CCCC(=O)NC(Oc1ccccc1Cl)C(Cl)(Cl)Cl (stereo unspecified)	105	104	101	13	102	106	24	21	31	103	16
CC1CN(c2ccc([N+](=O)[O-])c3cccnc23)CC(C)N1 (stereo unspecified)	97	100	99	1	100	100	-1	-1	0	99	2
C=CCn1c(O)c(C(C)=NCCN2CCCCC2)c(=O)[nH]c1=O	98	102	100	-4	102	103	-3	-3	-3	102	-3
FC(F)(F)c1ccc2c(c1)N(CCCN1CCN(CCCl)CC1)c1ccccc1S2	103	106	99	2	102	109	0	0	1	102	-8

Compound activity from PubChem BioAssay.
